mIAP activ: increases mouse intestinal alkaline phosphatase activity; muIAP, CDP-Star luminescence, 30 min; stronger effect = higher value; 1 = vehicle-only enzyme signal, 0 = enzyme-free wells; activation factor at 10 µM; hit rate 0.24% among 330,000;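 active = activation factor of at least 2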; note: the source names both 10 and 20 µM as test concentration; values of inactives mirror those of a sister screen read the other way
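System: mouse IAP enzyme. Reagent: CDP-Star chemiluminescent phosphatase substrate. Benchmarks: DMSO wells, no-enzyme wells. Times: 30 min enzyme-substrate-compound incubation at room temperature. Detection: luminescence from enzymatic CDP-Star hydrolysis. Doses: test compounds delivered from DMSO solution.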
mIAP block: mouse IAP inhibition | purified mouse IAP, CDP-Star luminescence, 30 min | inhibition, % at 10 µM | hit rate 0.2% among 330,000 | AID 2806;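 active = inhibition of at least 40% at 10 µM in the primary screen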;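 note: plate controls were DMSO with enzyme for no effect and no enzyme wells for full effect; values of inactives mirror those of a sister screen read the other way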
PfGluPho inh: PfG6PD (Plasmodium falciparum) enzyme inhibition | PfGluPho enzyme, NADPH resazurin-diaphorase fluorescence | inhibition, % at 20 µM | hit rate 0.78% among 350,000 | AID 504690;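 active = inhibition reaching at least a set limit at 20 µM in the primary screen, cut at about 59% in these data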;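 note: 0% = DMSO wells with substrate and 100% = DMSO wells lacking glucose-6-phosphate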
APOBEC3A inh: human APOBEC3A DNA deaminase inhibition | P31941 | hit rate 0.41% among 330,000 | recombinant A3A, FAM/TAMRA ssDNA deamination fluorescence | inhibition, % at 20 µM;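 active = at least 40% inhibition at 20 µM here, with at most 30% in a related deaminase screen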;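 note: plate controls were A3A with DMSO for no effect and wells lacking A3A enzyme for full effect; some results filed as inactive read as strong as hits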
Target sequence (P31941 whole entry, looked up): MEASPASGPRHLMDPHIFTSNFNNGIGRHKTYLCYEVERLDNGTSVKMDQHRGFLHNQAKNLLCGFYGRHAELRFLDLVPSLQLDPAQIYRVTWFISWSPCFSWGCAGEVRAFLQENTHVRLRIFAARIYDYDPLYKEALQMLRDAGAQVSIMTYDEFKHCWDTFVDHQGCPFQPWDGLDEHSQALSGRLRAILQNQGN
hIAP act: human IAP activation; P09923; purified human IAP, CDP-Star luminescence, 30 min; stronger effect = higher value; 1 = vehicle-only enzyme, 0 = enzyme-free background; activation factor at 10 µM; hit rate 0.16% among 330,000; AID 2524;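 active = activation factor of the enzyme at least 2-fold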; note: the source names both 10 and 20 µM as test concentration; values of inactives mirror those of a sister screen read the other way
hIAP inh: human IAP inhibition | hit rate 0.12% among 330,000 | inhibition, % at 10 µM | AID 2544 | purified IAP, CDP-Star luminescence, 30 min | P09923;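 active = inhibition reaching a set limit with compound at 10 µM in the primary screen, cut at about 35% in these data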;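 note: plate controls were DMSO wells with enzyme for no effect and no-enzyme buffer wells for full effect; values of inactives mirror those of a sister screen read the other way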
ATG4B inh: blocks human ATG4B protease cleavage of LC3 substrate | Q9Y4P1 | ATG4B cleavage of LC3-PLA2, NBD-HPC fluorescence, 1 h | inhibition, % at 8.33 µM | hit rate 0.51% among 340,000 | AID 504462; in the data active = inhibition above about 40%
Target sequence (Q9Y4P1 whole entry, looked up): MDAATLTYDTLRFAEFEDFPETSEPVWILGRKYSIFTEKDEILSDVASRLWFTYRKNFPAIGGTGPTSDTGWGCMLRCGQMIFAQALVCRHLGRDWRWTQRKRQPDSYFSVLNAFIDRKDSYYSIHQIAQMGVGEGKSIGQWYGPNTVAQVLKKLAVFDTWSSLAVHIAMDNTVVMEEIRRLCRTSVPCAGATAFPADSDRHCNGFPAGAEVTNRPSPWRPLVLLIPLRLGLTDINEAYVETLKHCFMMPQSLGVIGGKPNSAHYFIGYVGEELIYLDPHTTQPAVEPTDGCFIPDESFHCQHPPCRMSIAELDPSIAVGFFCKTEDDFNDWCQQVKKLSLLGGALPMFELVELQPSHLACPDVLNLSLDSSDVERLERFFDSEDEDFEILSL
HKDC1 inhibitor: HKDC1 (human) hexokinase inhibition | inhibition, % at 20 µM | Q2TB90 | recombinant HKDC1, G6PDH/diaphorase resazurin coupled fluorescence | hit rate 0.16% among 340,000;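 active = inhibition above about 35% when tested at 20 µM, limit read from the data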;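 note: plate controls were DMSO wells with enzyme for no effect and DMSO wells lacking enzyme for full effect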
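Assay system: recombinant HKDC1 hexokinase; detection: coupled resazurin fluorescence, excitation 525 nm, emission 613 nm; benchmarks: DMSO-plus-enzyme-mix negative control, buffer-substituted positive control; compound dosing: single 20 µM dose; schedule: 90 min at room temperature in dark; also added: glucose plus 1 mM ATP as hexokinase substrates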
* marks the source's active call; other numbers are inactive results; x = not tested or not shown.

mIAP activ	PfGluPho inh	hIAP inh	ATG4B inh	APOBEC3A inh	hIAP act	HKDC1 inhibitor	mIAP block	compound
1	-7	-6	4	3	1.1	-3	-2	COC(=O)[C@@]12CCCN1[C@H](c1ccc(-c3ccccc3)cc1)[C@H]1C(=O)N(C)C(=O)[C@H]12
0.9	-25	23	1	1	0.77	-2	10	O=[N+]([O-])c1cccc(S(=O)(=O)[N-]c2nc3ccccc3nc2-n2cc[n+](Cc3ccccc3)c2)c1
1.1	-8	-1	7	2	1	-7	-14	c1ccc2nc3c(cc2c1)CCCCC3
1.1	-17	10	-2	-3	0.9	-3	-6	CN(Cc1ccccc1)C(=O)Cc1ccccc1
1	-4	5	5	-4	0.95	-5	-2	CN1CCN(S(=O)(=O)Cc2ccccc2Cl)CC1
1	0	12	3	1	0.88	-5	-2	O=C(Nc1cc(Cl)c(O)c(Cl)c1)C1CCCO1 (stereo not given)
1.1	-11	-11	6	-4	1.1	-11	-7	CC(C)c1c(O)nc(SCCN2CCOCC2)[nH]c1=O
0.92	-6	-14	-8	-2	1.1	6	8	COC(=O)C1=C(C)OC(N)=C(C#N)C1c1cc(C)sc1C (stereo not given)
0.96	-6	-21	3	-1	1.2	-8	4	CN(C)S(=O)(=O)c1ccc2oc(SCC(N)=O)nc2c1
1	5	-3	3	-4	1	0	-3	COc1cccc(C(=O)N2CCCC(Nc3ccc(C)c(C)c3)C2)c1 (stereo not given)
0.91	-26	7	2	-1	0.93	5	9	CCOc1ccc(S(=O)(=O)Nc2ccccc2SC)cc1
0.97	5	-7	-4	4	1.1	-5	3	COCCCNC(=O)CSc1nc2ccccc2c(=O)n1CCC(=O)NCCc1ccc(OC)c(OC)c1
1	-13	8	-4	2	0.92	-1	-4	O=C(COC(=O)c1ccccc1Cl)NCCC1=CCCCC1
1	15	-10	21	-4	1.1	3	0	CCc1ccc(CN2CCCC(C(=O)Nc3ccccc3-c3ccc(OC)cc3)C2)o1 (stereo not given)
1.1	-3	-13	-3	-10	1.1	-5	-6	CCc1nn(C(C)C(=O)N2CCN(c3ccccc3)CC2)c(=O)c2cc3occc3n12 (stereo not given)
1	18	-23	8	-5	1.2	2	-3	Cc1ccc(CN2CCC(Oc3cccc(C(=O)NCc4cccnc4)c3)CC2)o1
1.1	-1	-26	-1	-2	1.3	-1	-7	COc1ccccc1N1CCN(S(=O)(=O)c2cc(Br)cnc2N)CC1
1.1	12	-2	-13	4	1	3	-10	O=C(CSc1nc2cc(C(F)(F)F)ccc2n1Cc1ccccc1)NC1CCS(=O)(=O)C1 (stereo not given)
0.95	-10	18	-2	1	0.82	1	5	O=C(Nc1nnc(CCS(=O)(=O)c2ccc3ccccc3c2)s1)c1cccs1
0.97	-12	5	-10	1	0.95	-8	3	COC(=O)C1=C(C)NC(=O)NC1c1ccc(-c2ccccc2Cl)o1 (stereo not given)

Another view of part of the listing above:
Fields: mIAP activ	PfGluPho inh	hIAP inh	ATG4B inh	APOBEC3A inh	hIAP act	HKDC1 inhibitor	mIAP block
- CN(C)S(=O)(=O)c1ccc2oc(SCC(N)=O)nc2c1
  0.96	-6	-21	3	-1	1.2	-8	4
- COc1cccc(C(=O)N2CCCC(Nc3ccc(C)c(C)c3)C2)c1 (stereo not given)
  1	5	-3	3	-4	1	0	-3

Additional entries
mIAP activ	PfGluPho inh	hIAP inh	ATG4B inh	APOBEC3A inh	hIAP act	HKDC1 inhibitor	mIAP block	compound
1	-16	-14	-2	2	1.1	-6	-3	CCCCc1nnc(NC(=O)c2ccc(N3CCCC3=O)cc2)s1
0.92	14	6	-10	-7	0.94	-4	8	CCCC(=O)NC(=S)Nc1cccc(NC(=O)c2ccc(Cl)cc2Cl)c1
0.91	-30	-4	-8	1	1	4	9	CCC(Oc1ccc(C)cc1)C(=O)Nc1ccc(S(=O)(=O)Nc2nccs2)cc1 (stereo not given)
0.94	-12	0	3	2	1	-4	6	O=C1CCCC/C1=C/Nc1ccc(C(=O)O)cc1
0.92	-6	13	2	-3	0.87	1	8	COCc1cc(C)nc(N2CCc3ccccc32)c1C#N
0.87	33	-7	-7	7	1.1	9	13	O=C(Nc1ccccc1)c1nnsc1S(=O)(=O)c1ccc(Cl)cc1
1	-6	5	1	1	0.95	-11	-4	COC(=O)c1onc(-c2c(OC)cc(OC)cc2OC)c1C(=O)OC
1	8	20	-5	-6	0.8	-10	-3	COCCn1c(SCC(=O)N2CCC(C)CC2)nc2c(c1=O)SCC2
0.92	-5	-9	-2	-6	1.1	-9	8	[O-][N+]12CCCCC1CCCC2CO (stereo not given)
0.88	-12	13	-3	2	0.87	4	12	CCOC(=O)c1nn(-c2ccccc2)c(-c2ccccc2)c1C(=O)c1ccccc1
0.96	-13	3	-2	-2	0.97	-3	4	CNC(=O)C1CC(=O)N(c2ccc(C)cc2)C1 (stereo not given)
1	-9	7	1	-3	0.93	-6	-4	COc1cc(OC)cc(C(=O)N2CCCC(c3nc(-c4ccc(C)o4)no3)C2)c1 (stereo not given)
0.98	-9	-5	0	0	1.1	1	2	COc1ccc(CCNC(=O)CCc2cn(C)c3ccccc23)c(OC)c1OC
0.87	-27	-16	-10	3	1.2	1	13	COc1ccc(C2C(C#N)=C(N)Oc3c2c(-c2ccccc2)nn3-c2ccccc2)c(OC)c1OC (stereo not given)
1	-10	1	6	0	0.99	-8	-4	CCCCSCc1nc2ccccn2c1Br
1	2	2	-5	3	0.98	6	-4	NS(=O)(=O)c1ccc(NCc2ccccc2OCc2ccc(F)cc2)cc1
1	13	-1	-8	-3	1	-4	-5	CCOC(=O)c1ccc(NC(=S)Nc2ccc3[nH]c(=O)[nH]c3c2)cc1
0.97	-1	-16	-6	-1	1.2	-7	2	COc1ccccc1C(=O)N1CCNC(=O)C1CC(=O)Nc1ccc(Cl)cc1 (stereo not given)
0.9	-1	-10	-3	3	1.1	-2	10	NNC(=O)c1csc(-c2ncc(C(F)(F)F)cc2Cl)n1
1	-9	-3	6	11	1	-8	-1	O=C(C[n+]1cc(-c2ccccc2)n2c1CCCCC2)c1ccc(Br)cc1

Limited to mIAP block and HKDC1 inhibitor (two entries from above):
canonical_smiles | mIAP block | HKDC1 inhibitor
COCc1cc(C)nc(N2CCc3ccccc32)c1C#N | 8 | 1
O=C(Nc1ccccc1)c1nnsc1S(=O)(=O)c1ccc(Cl)cc1 | 13 | 9

Going on with the list.
mIAP activ	PfGluPho inh	hIAP inh	ATG4B inh	APOBEC3A inh	hIAP act	HKDC1 inhibitor	mIAP block	compound
1.1	23	-13	-12	-4	1.1	-4	-7	COc1ccccc1C1CC(=O)Nc2cc3c(cc21)OCCO3 (stereo not given)
0.94	-15	-15	-3	0	1.2	0	6	Cc1cccc(NC(=O)Nc2nnc(-c3ccccc3)o2)c1
1.1	1	-5	-6	4	1.1	-12	-10	CCNC(=S)Nc1cccc(S(=O)(=O)NC2=NCCC2)c1
0.98	-1	12	19	-1	0.88	17	2	O=C(CN(CCc1ccccc1)C(=O)CN1C(=O)COc2ccccc21)NCc1ccco1
0.93	10	3	-1	-2	0.97	2	7	COc1ccc(-n2nc(C(=O)NCC(=O)N3CCN(c4ccccn4)CC3)c3ccccc3c2=O)cc1Cl
1	4	-21	-5	-4	1.2	-6	-1	CCc1ccc2nc(N3CCN(C(=O)C(C)(C)C)CC3)sc2c1
1	-20	-14	6	-4	1.1	-3	0	CCSC(=O)CCCCCCCCCCCO
1	-6	-17	-7	-3	1.2	-1	-2	Cc1ccc(S(=O)(=O)N(C)/N=C/c2ccc(N(C)C)cc2)cc1
0.88	22	-68	-8	-4	1.7	-1	12	COc1cc(-c2nnc(COC(=O)c3cc(C)nc4ccc(C)cc34)o2)cc(OC)c1OC
1.1	x	-2	x	-1	1	x	-10	CCCc1nnc(NC(=O)c2c(O)c3cccc4c3n(c2=O)CCC4)s1
1	2	3	0	3	0.97	2	-3	N#CCCN(C(=O)COC(=O)c1ccc2c(c1)OCO2)c1ccccc1
0.94	6	14	-2	0	0.86	-5	6	CCOC(=O)CSc1n[nH]c(NC(=O)c2cccc(C)c2)n1
1	5	-13	-1	-1	1.1	-3	-5	COCC(=O)N1CCCC(C(=O)c2ccc(C(F)(F)F)cc2)C1 (stereo not given)
0.95	-7	-3	-8	-3	1	-6	5	Cc1ccnc2nc(C(=O)OCC(=O)NC3CCC(C)CC3)nn12 (stereo not given)
0.97	12	3	4	-2	0.97	-1	3	CCc1ccc(-c2cc(C)no2)cc1S(=O)(=O)N1CCN(c2cc(C)ccc2C)CC1
0.92	4	0	23	-3	1	-8	8	Cc1ccc(Nc2ccc(NCc3ccccc3)nn2)cc1C
0.92	-1	-23	-14	-2	1.2	-3	8	CC(C)CCNC(=O)C1CCC(CNS(=O)(=O)c2cccc3nsnc23)CC1 (stereo not given)
0.97	-17	-2	21	2	1	-9	3	Cc1ccc2c(c1)c(Sc1ccccc1)c(CC(=O)O)n2C
1.1	-2	-4	-2	-1	1	-2	-13	C=CCNC(=O)c1onc(CSc2ccncc2)c1C(=O)NCC=C
1.1	4	-5	1	0	1.1	-10	-8	O=C(Nc1ccc(OC(F)F)c(Cl)c1)[C@@H]1CCCN1C(=O)c1cccs1
1	38	2	-10	3	0.98	5	-4	O=[N+]([O-])c1ccc2c(c1)nc1n2CCN(CC2CCCO2)C1 (stereo not given)
1	-7	0	-2	-2	1	1	-2	O=C(COC(=O)COc1ccccc1F)Nc1ccc2c(c1)OCO2
1	1	2	-10	-2	0.98	3	-3	Cc1ccc(S(=O)(=O)N2CCN(Cc3nc4sc(C)c(C)c4c(=O)[nH]3)CC2)cc1
0.97	10	-13	-6	1	1.1	0	3	COC(=O)C(C)Oc1ccc(Cc2ncc(C(F)(F)F)cc2Cl)cc1 (stereo not given)
0.94	12	7	1	-2	0.93	-8	6	Cc1cc(C)cc(OCC(=O)N/N=C/c2ccncc2)c1
0.94	7	11	-2	0	0.89	2	6	O=C(O)c1ccc(NC(=S)NC(NC(=O)c2ccco2)C(Cl)(Cl)Cl)cc1 (stereo not given)
1	2	-1	-5	2	1	2	-3	O=C(CN1C(=O)C(=O)c2ccccc21)OCN1C(=O)c2ccccc2C1=O
0.92	7	-14	-9	4	1.1	-2	8	c1ccc2c(c1)CC(N1CCCCC1)c1ccccc1S2 (stereo not given)
1	-18	-22	4	-1	1.2	0	-4	Cc1cccc(C)c1NC(=O)COC(=O)c1ccc2c(c1)OCO2
1.1	-3	22	-6	-2	0.79	1	-6	COc1ccc(Cn2nnnc2C(C(C)C)N2CCc3ccccc32)cc1 (stereo not given)
0.92	11	0	-3	-4	1	-3	8	CN(C)C(CNc1ccc(C(F)(F)F)cc1[N+](=O)[O-])c1ccccc1 (stereo not given)
1.1	32	3	-5	-3	0.97	-6	-8	O=C(COC(=O)c1cccc(O)c1)Nc1ccc(N2CCOCC2)cc1
1.1	0	6	0	-4	0.94	-1	-15	c1ccc(-n2ncc3c(NCCN4CCCCC4)ncnc32)cc1
1.1	1	5	12	1	0.95	-5	-8	CC1(C)CC(=O)C=C(c2ccc(I)cc2)C1
0.92	-1	16	-8	-2	0.84	-1	8	O=C(NCc1nc2ccccc2[nH]1)C1=C[C@@H](c2ccccc2)C[C@@H](OCCCCO)O1
1.1	55	-14	3	-4	1.1	-1	-6	CC(C)(CCC(=S)N1CCOCC1)C1CCCCC1
1	5	15	-3	2	0.85	1	0	COc1ccc(NC(=O)c2cnc3sccn3c2=O)cc1
0.86	-2	8	0	5	0.92	-6	14	CC(C(=O)Nc1ccc(S(N)(=O)=O)cc1)N1CCc2ccccc21 (stereo not given)
0.94	-41	5	0	-2	0.95	-6	6	CCCn1c(SC(C)C(=O)NC2CCCC2)n[nH]c1=O (stereo not given)

Screening data as filed in PubChem BioAssay.
